Screening data (PubChem BioAssay)
Pemphigus Ab inh: human desmoglein-3 autoantibody binding inhibition; P32926; DSG3-coupled beads, scFv-anti-DSG3-GFP binding, flow cytometry; stronger effect = lower value; binding (percent of control), % at 10 µM; 310,000 tested, 0.48% active; AID 588358;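 active = binding more than 3 SD below its plate's average and above zero; inconclusive = below that plate limit but binding exactly zero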;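 also: hits lower antibody fragment binding to DSG3; some compounds called inactive have numbers as strong as hits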
MITF TRPM1 HTS: MITF TRPM1 promoter activation in melanoma cells. SK-MEL-5 TRPM1-promoter luciferase, 24 h; % of positive control, neutral wells = 0. activation, % at 12.5 µM. 300,000 tested, 0.75% active;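 active = mean activation of at least 80% with every replicate also reaching 80%; inconclusive = mean reaches 80% but some replicate falls short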;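 also: 0% = neutral control wells and 100% = parthenolide positive control wells; values of inactives mirror those of a sister screen read the other way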
PKA-R2B activ: activators of human PKA-R2B complex | 340,000 tested, 0.079% active | PKA-R2B holoenzyme dissociation, Cy5-IP20 fluorescence polarization; R2B truncated from residue 108, S112A mutant; 0% DMSO only, 100% 113 µM cGMP | activation, % at 11.4 µM;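 active = activation above a cutoff set at the mean over all compounds plus 3 SD, cut at about 18% in these data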;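 also: higher means more holoenzyme dissociation and a rise in polarization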
SR-BI DiI-HDL act: activators of SR-BI mediated HDL lipid uptake; CHO ldlA[mSR-BI] cells, DiI-HDL uptake fluorescence, 3 h; 100 = double the neutral-control signal; 320,000 tested, 0.096% active; activation, % at 12.5 µM;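 active = mean replicate activation of at least 60% and every replicate at or above 60%; inconclusive = mean or all-replicate condition met, but not both; inactive = mean below 60% and not all replicates reaching 60%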;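 also: 0% = median plate neutral-control signal and 100% = twice that signal; values of inactives mirror those of a sister screen read the other way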
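Material – SR-BI-overexpressing, LDLR-lacking CHO cells · Medium – BSA-supplemented, HEPES-buffered Ham's F12, pH 7.4 · Doses – single concentration · Times – compound with DiI-HDL co-incubation, 3 h at 37 °C · Measured by – bottom-read fluorescence, 550/595 nm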
SUMO Mot1 rescue: SUMOylation pathway inhibition by Mot1-301 growth rescue; 320,000 tested, 1% active; growth rescue, % at 18.8 µM; S. cerevisiae Mot1-301 growth rescue, ATP luminescence, 38.5C; percent above DMSO median, 100 means doubled;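 active = every valid replicate shows activation above 250% relative to neutral control wells; inactive = the rest, any valid replicate at or below 250%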;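 also: OY570 slx delta 5 strain wells were the positive control but not used for scaling; some compounds called inactive have numbers as strong as hits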
PKA-R1A activ: activates the PKA-R1A holoenzyme complex. 340,000 tested, 0.083% active. AID 504707. P00514+P68181. PKA-R1A dissociation, Cy5-IP20 fluorescence polarization; scaled: DMSO 0%, 113 µM cGMP 100%. activation, % at 11.4 µM;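 active = percent activation above the mean of all tested compounds plus 3 SD, cut at about 19% in these data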;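 also: higher means more PKAc released from R1A so a rise in polarization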
NSD2 inh: NSD2 (human) methyltransferase inhibition; O96028; NSD2 peptide methylation, AlphaScreen, 120 min; inhibition, % at 12.5 µM; 310,000 tested, 0.54% active; in the data active = inhibition above about 50%
Arr AP2 block: human beta-arrestin and AP2 interaction inhibition. FITC-arrestin peptide / GST-AP2 beads, flow cytometry; AP2 beta2 appendage carries R879A mutation. inhibition, % at 10 µM. 340,000 tested, 0.31% active;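 active = inhibition above a set limit, near 3 SD of compounds lacking own fluorescence, cut at about 54% in these data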;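 also: plate controls were DMSO wells for no effect and 5 µM unlabelled arrestin peptide for full effect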
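System: GST-AP2 R879A bound to glutathione beads, E. coli-expressed. Also added: 50 nM FITC-arrestin peptide. Schedule: compound with beads 12 min RT, then probe 1 h RT. Signal: bead flow cytometry, FITC channel. Read-out basis: percent response.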
dFosB activator: mouse delta FosB homodimer activation. purified delta FosB, TAMRA-CDK5 oligo fluorescence polarization; percent of positive-control signal above neutral wells. AID 493131. P13346. 340,000 tested, 0.99% active. activation, % at 25 µM;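 active = mean activation above about 17%, with every replicate also reaching it, limit read from the data, passing the limit was not always enough; inconclusive = only one of the two conditions met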;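 also: fluorescence polarization rise as delta FosB binds a TAMRA Cdk5 AP-1 oligo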
Target sequence (P13346 whole entry, looked up): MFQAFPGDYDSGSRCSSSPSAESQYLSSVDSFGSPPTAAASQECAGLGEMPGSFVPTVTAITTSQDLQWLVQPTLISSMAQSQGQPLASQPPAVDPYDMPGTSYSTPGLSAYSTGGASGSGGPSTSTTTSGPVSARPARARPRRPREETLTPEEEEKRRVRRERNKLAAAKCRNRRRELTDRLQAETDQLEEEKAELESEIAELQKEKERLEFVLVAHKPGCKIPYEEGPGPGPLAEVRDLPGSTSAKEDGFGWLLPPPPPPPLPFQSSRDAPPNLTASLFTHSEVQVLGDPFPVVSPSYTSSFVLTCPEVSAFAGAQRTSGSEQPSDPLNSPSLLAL
SR-BI DiI inh: mouse SR-BI HDL lipid transfer inhibition | 320,000 tested, 0.96% active | ldlA[mSR-BI] CHO cells, DiI-HDL uptake fluorescence, 3 h | inhibition, % at 12.5 µM | Q61009;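 active = mean replicate inhibition of at least 70% and a set share of replicates each scoring 70 or more; inconclusive = meets just one of the two criteria; inactive = fails both criteria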;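 also: 0% = median of neutral control wells and 100% = median of positive control wells; values of inactives mirror those of a sister screen read the other way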
CDK5 inh: blocks human CDK5/p35 kinase activity | inhibition, % at 10 µM | 330,000 tested, 0.01% active | Q00535+Q15078 | Recombinant CDK5/p35, ADP-Glo luminescence, 60 min;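 active = highest replicate inhibition of at least 50% and at least 75% of replicates reaching 50%; inconclusive = only one of the two criteria met; inactive = both criteria failed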;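 also: plate controls were DMSO neutral control for no effect and GW8510 at 10 µM for full effect; many of its hits are not listed in these tables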
Target sequence (Q00535 whole entry, looked up): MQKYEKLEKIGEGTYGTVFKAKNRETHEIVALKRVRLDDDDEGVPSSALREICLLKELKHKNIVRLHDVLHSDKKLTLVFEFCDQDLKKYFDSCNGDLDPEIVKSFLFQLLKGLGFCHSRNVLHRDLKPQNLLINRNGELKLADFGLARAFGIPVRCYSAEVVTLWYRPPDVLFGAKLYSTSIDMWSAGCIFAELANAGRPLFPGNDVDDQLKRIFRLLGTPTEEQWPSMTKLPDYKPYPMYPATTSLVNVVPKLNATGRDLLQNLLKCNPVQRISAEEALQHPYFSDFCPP
Target sequence (Q15078 whole entry, looked up): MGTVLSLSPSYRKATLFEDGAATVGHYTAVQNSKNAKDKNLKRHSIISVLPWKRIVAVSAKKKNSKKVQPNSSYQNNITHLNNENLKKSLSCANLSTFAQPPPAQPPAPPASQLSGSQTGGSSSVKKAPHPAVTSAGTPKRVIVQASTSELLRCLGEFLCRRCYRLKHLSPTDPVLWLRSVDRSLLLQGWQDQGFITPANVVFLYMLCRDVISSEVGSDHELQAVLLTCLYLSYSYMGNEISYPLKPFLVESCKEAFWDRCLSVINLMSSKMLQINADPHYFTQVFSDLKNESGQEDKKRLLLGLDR
* = called active by the depositor; ? = inconclusive; nt = not tested or not shown. Compounds were not picked by outcome; overall some 4.7% were active at least once.

SMILES	Pemphigus Ab inh	MITF TRPM1 HTS	PKA-R2B activ	SR-BI DiI-HDL act	SUMO Mot1 rescue	PKA-R1A activ	NSD2 inh	Arr AP2 block	dFosB activator	SR-BI DiI inh	CDK5 inh
Cn1c(Cl)nc2c1c(=O)n(Cc1cccc(Br)c1)c(=O)n2C	129	-16	4	5	-10	-5	-4	4	-6	-5	1.6
Cc1ccc(-c2ccc([C@H]3[C@@H]4C=CCC[C@@]4(C)C(=O)N3Cc3ccccc3)c(F)c2)cc1	103	0	2	-11	2	3	nt	5	-3	11	0.2
COc1ccccc1C1=NN(C(=S)Nc2ccccc2)C(c2ccco2)C1 (configuration not stated)	104	32	-4	-18	-1	1	-2	-1	-13	18	0.2
COC(=O)c1cc(OC)c(OC)cc1-n1cnc2cc(OC)c(OC)cc2c1=O	93	7	-3	1	-12	-9	-6	-7	3	-1	-1.2
Cc1ccc(SCC(=O)N=C2NC(=O)CS2)cc1	101	11	-4	6	-22	7	0	39	-8	-6	-0.2
CC1CC(C)CN(C(=O)c2ccc(S(=O)(=O)N3CC(C)CC(C)C3)cc2)C1 (configuration not stated)	119	-7	-3	nt	-13	3	29	-2	-8	nt	-0.8
O=C(O)CCN1C(=O)c2ccccc2C1=O	104	nt	3	10	53	-7	-2	-2	-5	-10	-3.1
O=C(CC1NCCNC1=O)NC1Cc2ccccc2C1 (configuration not stated)	89	nt	nt	11	1	nt	21	12	-4	-11	0.4
CCOc1ncccc1C(=O)Nc1cccc(S(=O)(=O)N2CCCCC2)c1	nt	-9	5	16	-8	10	-2	19	-12	-16	0.3
Cc1ccc(C(=O)COc2cc(C)nc3nncn23)cc1	115	-8	-8	6	128	-1	-1	-12	-3	-6	-3.7
CCOc1ccc(S(=O)(=O)NCC(=O)NC2CCCCC2)cc1	105	-8	-4	6	-13	3	-1	-1	-6	-6	-1.0
O=C(c1noc2c1CCCC2)N1CCCC(N2CCN(c3ccccc3F)CC2)C1 (configuration not stated)	86	-4	-2	-73	103	-7	2	-8	-6	73*	-2.7
COc1ccc(NC(=O)CSc2nnc(N)s2)c([N+](=O)[O-])c1	90	-4	5	11	6	2	1	33	5	-11	1.0
O=S(=O)(NC1CCCC1)c1cc(F)ccc1F	110	5	11	9	-4	1	-7	7	-6	-9	0.5
CC(C)CC(=O)Nc1c2c(nn1-c1ccc(F)cc1)CSC2	103	-7	5	13	-1	-6	nt	0	-8	-13	1.5
COc1cccc(-c2cc(C(=O)Nc3ccc(N(C)C(C)=O)cc3)c3cc(Br)ccc3n2)c1	93	nt	-5	-57	1	-7	nt	11	?	57	-0.5
NS(=O)(=O)c1ccc(NC=C2C(=O)OC3(CCCCC3)OC2=O)cc1	96	-4	-9	-32	337	8	1	36	-5	32	0.9
Clc1ccc(CNC2CCCC2)cc1	103	4	9	36	9	8	7	-6	2	-36	0.7
COc1cc([N+](=O)[O-])ccc1-c1ccc(/C=N/NC(N)=O)o1	119	6	0	nt	42	-4	0	-8	0	nt	-1.0
Cc1ccc(C(=O)CC2(O)C(=O)N(C)c3ccccc32)o1 (configuration not stated)	101	1	1	14	5	-7	nt	-2	-3	-14	0.7
Cc1nc2ccccc2c(=O)n1CCc1ccccc1	104	0	8	3	69	-4	-1	0	0	-3	-1.3
O=C(C1CCC1)N1CCc2cc(S(=O)(=O)NCC3COc4ccccc4O3)ccc21 (configuration not stated)	101	-4	6	14	122	6	-8	-2	-1	-14	-0.3
O=C(CCNC(=O)c1ccccc1)Oc1ccc([N+](=O)[O-])cc1	76	-6	6	-4	8	-2	-3	-1	-8	4	0.1
CC1Nc2ncnc(N3CCOCC3)c2N(Cc2ccc(Cl)cc2)C1=O (configuration not stated)	97	11	-3	10	-3	-16	nt	26	10	-10	0.1
O=C(NCc1ccco1)c1cc(-c2ccc3c(c2)OCO3)on1	96	41	9	41	7	-7	0	30	-3	-41	-1.2
CC(=O)N1CCN(S(=O)(=O)c2cccc(C(=O)NNC(=O)COc3ccc(Cl)cc3C)c2)CC1	104	2	-1	-7	5	5	-1	2	-10	7	0.0
COC(=O)c1c(NC(=O)CCS(=O)(=O)c2ccccc2)sc2c1CCN(C)C2	107	-7	-4	17	65	-1	-1	6	-4	-17	0.3
COc1ccc(OC)c(NC(=O)N2CCCC(C(=O)c3ccccc3OC)C2)c1 (configuration not stated)	102	-6	-9	-16	-16	7	10	20	-3	16	-3.5
O=C(NC(=S)Nc1ccc(Cl)cn1)C(c1ccccc1)c1ccccc1	nt	-7	0	-12	-1	-1	-3	4	-6	12	1.0
O=S1(=O)N=C2CCCCCN2C(c2ccccc2)N1 (configuration not stated)	96	-4	-1	6	9	-7	-5	-20	0	-6	-0.2
CCCCC(CC)C(=O)Nc1cc(C(=O)NCCC)ccc1N1CCC2(CC1)CC(c1cccc(Br)c1)=NO2 (configuration not stated)	105	-11	9	-16	-4	-7	nt	11	0	16	2.3
O=C(COC(=O)/C=C/c1ccccc1)NCCNC(=O)COC(=O)/C=C/c1ccccc1	100	-13	-9	14	-11	-3	0	-14	3	-14	-2.1
CCC(=O)N1CCc2cc(S(=O)(=O)N3CCN(c4ccccc4Cl)CC3)ccc21	103	0	1	5	-14	0	nt	9	-9	-5	-0.3
CCc1nc2c(sc3nc4c(cc32)COC(C)(C)C4)c(=O)n1Cc1ccccc1	105	6	-4	-8	331	-11	nt	30	-2	8	-1.8
O=S(=O)(c1cc(C(F)(F)F)ccc1Cl)N1CCN(c2ccccn2)CC1	91	5	-6	-4	39	-23	0	-8	-7	4	-2.4
COC(=O)Cn1c(=O)oc2ccc(C)cc21	102	-1	-5	11	6	3	0	-22	-6	-11	0.5
Fc1ccc(Nc2nc(Oc3ccccc3F)nc(N3CCCC3)n2)cc1	103	-9	-3	-29	-14	-12	-2	3	8	29	-1.3
CCOC(=O)[C@H]1[C@H]2COc3cc(OC)ccc3[C@@H]2N2C(=O)CN(Cc3ccc(C)cc3)C(=O)[C@@]12C	108	-1	2	-9	3	4	nt	1	-6	1	2.0
CCSc1nn2c(=O)c3ccccc3nc2s1	106	45	1	-21	nt	-2	-6	10	-11	21	-0.3
C/C(Cc1ccccc1)=N\NC(=O)CNC(=O)c1ccc(Cl)cc1	111	nt	0	6	-9	4	0	1	0	-6	1.7
COc1ccc(-c2ccc(=O)n(Cc3cccc(Cl)c3)n2)cc1	100	-9	0	19	-4	-13	-3	-7	-2	-19	-0.4
CCOC(=O)c1sc(N(Cc2ccccc2)C(=O)COC(=O)c2ccc(O)cc2)nc1C	105	-29	1	14	-3	-2	1	19	-3	-14	-0.5
Cc1ccc(O)c(NC(=O)c2cc(-c3ccccc3)on2)c1	110	60	0	-30	14	-10	2	12	5	30	0.1
C#CCOc1nc(OCC#C)nc(OCC#C)n1	110	4	13	1	4	1	11	8	-10	-1	-1.0

Another view of some results above.
molecule: CCOC(=O)[C@H]1[C@H]2COc3cc(OC)ccc3[C@@H]2N2C(=O)CN(Cc3ccc(C)cc3)C(=O)[C@@]12C
- Pemphigus Ab inh = 108
- MITF TRPM1 HTS = -1
- PKA-R2B activ = 2
- SR-BI DiI-HDL act = -9
- SUMO Mot1 rescue = 3
- PKA-R1A activ = 4
- NSD2 inh = nt
- Arr AP2 block = 1
- dFosB activator = -6
- SR-BI DiI inh = 1
- CDK5 inh = 2.0
molecule: COc1cccc(-c2cc(C(=O)Nc3ccc(N(C)C(C)=O)cc3)c3cc(Br)ccc3n2)c1
- Pemphigus Ab inh = 93
- MITF TRPM1 HTS = nt
- PKA-R2B activ = -5
- SR-BI DiI-HDL act = -57
- SUMO Mot1 rescue = 1
- PKA-R1A activ = -7
- NSD2 inh = nt
- Arr AP2 block = 11
- dFosB activator = ?
- SR-BI DiI inh = 57
- CDK5 inh = -0.5
molecule: Clc1ccc(CNC2CCCC2)cc1
- Pemphigus Ab inh = 103
- MITF TRPM1 HTS = 4
- PKA-R2B activ = 9
- SR-BI DiI-HDL act = 36
- SUMO Mot1 rescue = 9
- PKA-R1A activ = 8
- NSD2 inh = 7
- Arr AP2 block = -6
- dFosB activator = 2
- SR-BI DiI inh = -36
- CDK5 inh = 0.7
molecule: CC1CC(C)CN(C(=O)c2ccc(S(=O)(=O)N3CC(C)CC(C)C3)cc2)C1 (configuration not stated)
- Pemphigus Ab inh = 119
- MITF TRPM1 HTS = -7
- PKA-R2B activ = -3
- SR-BI DiI-HDL act = nt
- SUMO Mot1 rescue = -13
- PKA-R1A activ = 3
- NSD2 inh = 29
- Arr AP2 block = -2
- dFosB activator = -8
- SR-BI DiI inh = nt
- CDK5 inh = -0.8

Whole records from above.
C/C(Cc1ccccc1)=N\NC(=O)CNC(=O)c1ccc(Cl)cc1 in the list: Pemphigus Ab inh: 111; MITF TRPM1 HTS: nt; PKA-R2B activ: 0; SR-BI DiI-HDL act: 6; SUMO Mot1 rescue: -9; PKA-R1A activ: 4; NSD2 inh: 0; Arr AP2 block: 1; dFosB activator: 0; SR-BI DiI inh: -6; CDK5 inh: 1.7
C#CCOc1nc(OCC#C)nc(OCC#C)n1 in the list: Pemphigus Ab inh: 110; MITF TRPM1 HTS: 4; PKA-R2B activ: 13; SR-BI DiI-HDL act: 1; SUMO Mot1 rescue: 4; PKA-R1A activ: 1; NSD2 inh: 11; Arr AP2 block: 8; dFosB activator: -10; SR-BI DiI inh: -1; CDK5 inh: -1.0
CCOC(=O)c1sc(N(Cc2ccccc2)C(=O)COC(=O)c2ccc(O)cc2)nc1C in the list: Pemphigus Ab inh: 105; MITF TRPM1 HTS: -29; PKA-R2B activ: 1; SR-BI DiI-HDL act: 14; SUMO Mot1 rescue: -3; PKA-R1A activ: -2; NSD2 inh: 1; Arr AP2 block: 19; dFosB activator: -3; SR-BI DiI inh: -14; CDK5 inh: -0.5
